# Screening data: PubChem, several laboratories
# CHOP inhibitor: inhibitors of CHOP promoter induction, primary screen, cell-based, unfolded protein response, luciferase reporter. CHO-K1 CHOP-promoter luciferase, tunicamycin-induced, 15-18 h. inhibition, % at 10 µM. actives 3.8% (n = 220,000);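 active = compounds that reduced the stress-induced luciferase reporter signal by more than about 70% of percent inhibition, limit read from the data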;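 note: 0% = tunicamycin plus vehicle and 100% = wells without tunicamycin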
# TRPML3 ag: human TRPML3 channel agonists, primary screen, cell-based, HEK293 TRPML3-YFP, Fluo-8 calcium fluorescence, 3 µM. 100% = the carbachol control signal. actives 0.29% (n = 220,000). Mucolipin-3 (Homo sapiens), Q8TDD5. activation, % at 3 µM;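 active = activation above its plate's cutoff, the mean activation of the plate's test wells plus 3 SD, cut at about 12% in these data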;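 note: 0% = DMSO only wells and 100% = carbachol wells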
#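 Material: TRPML3-YFP stable HEK293 cells | Dosing: One concentration, 3 µM nominal, 0.3% DMSO | Timing: 125 s total fluorescence read per well | Technique: Fluo-8 calcium dye fluorescence, ex 470-495, em 515-575 nm | Measure: Percent activation from peak-to-basal fluorescence ratio, scaled between DMSO and carbachol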
# TRPN1 ag: zebrafish TRPN1 channel agonists, primary screen, cell-based, HEK293, calcium fluorescence; AID 1424, 2008; activation, % at 3 µM; actives 0.18% (n = 220,000); HEK293 zebrafish TRPN1-YFP, Fluo-8 calcium fluorescence; 100% = response to 87 µM carbachol; transient receptor potential cation channel N1 (TRPN1/NompC), Danio rerio;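 active = activation above its plate's cutoff, the mean activation of test wells on that plate plus 3 SD, cut at about 19% in these data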;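 note: 0% = DMSO alone and 100% = 87 µM carbachol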
#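 Control set: carbachol 87 µM as high control, DMSO as low control; system: HEK293 stable line with zebrafish TRPN1-YFP; read-out: % activation versus carbachol response; detection: intracellular calcium fluorescence with Fluo-8; doses: single test compound dose, 3 µM nominal, 0.3% DMSO; schedule: dye 1 h 37 °C plus 30 min RT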
# TNF death inh: inhibitors of TNF-alpha triggered necroptosis, primary screen, cell-based, Jurkat FADD-/-, single concentration; Jurkat FADD-/- TNF necroptosis rescue, ATP luminescence, 24 h; 0 = TNF only, 100 = no-TNF cells; activation (protection from cell death), % at 10 µM; actives 0.068% (n = 220,000); AID 463075, 2010;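 active = activation, meaning protection from cell death, of at least 50% relative to plate controls; inactive = activation below 50%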;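 note: necroptosis triggered by 40 ng/mL TNF-alpha added together with compound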
# PPC-1+TRAIL kill: compounds killing PPC-1 cancer cells with TRAIL present, primary screen, TRAIL potentiator project, ATPLite luminescence, uHTS | PPC-1 cells + TRAIL, ATPLite viability luminescence | cell killing (% activity), % at 4 µM | actives 0.41% (n = 220,000);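 active = cell killing above 50% in the first pass at 4 µM, then a duplicate retest at 5 µM averaging 50% or more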;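 note: plate controls were cells with TRAIL plus DMSO for no effect and medium-only wells lacking cells for full effect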
# EBV gp42 inh: Epstein-Barr virus gp42 inhibitors, primary screen, biochemical, uHTS, fluorescence polarization. Glycoprotein 42 (Epstein-Barr virus (strain AG876)), Q1HVG2. Fluorescence polarization binding assay, mP read-out. inhibition, % (tested at 21.74 µM). actives 0.42% (n = 220,000). AID 1085, 2008; in the data active = inhibition above about 50%
# Target sequence (Q1HVG2 whole entry, looked up): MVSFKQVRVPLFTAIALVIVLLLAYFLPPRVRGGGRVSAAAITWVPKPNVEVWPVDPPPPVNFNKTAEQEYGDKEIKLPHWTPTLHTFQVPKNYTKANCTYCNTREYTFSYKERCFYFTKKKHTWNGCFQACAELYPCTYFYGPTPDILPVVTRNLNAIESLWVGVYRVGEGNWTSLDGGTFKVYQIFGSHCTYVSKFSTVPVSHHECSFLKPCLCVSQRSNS
# p47phox inh: p47phox/p22phox peptide binding inhibitors, primary screen, biochemical, uHTS, NADPH oxidase regulatory subunit. Neutrophil cytosol factor 1 (Homo sapiens), P14598. fluorescence polarization, 2 h. inhibition, % at 24.7 µM. actives 0.53% (n = 220,000). AID 1274, 2008;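 active = inhibition above about 30%, limit read from the data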;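 note: 0% = p47phox with labelled peptide and 100% = labelled peptide alone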
# Runt-SMMHC FRET: inhibitors of RUNX1 Runt–CBFb-SMMHC binding, primary screen, biochemical, FRET, Cerulean-Runt, Venus-CBFb-SMMHC, uHTS; Runt-related transcription factor 1 (Homo sapiens) + Core-binding factor subunit beta …; actives 0.74% (n = 220,000); inhibition, % at 20 µM; Cerulean-Runt/Venus-CBFb-SMMHC FRET ratio 530/480, 1 h;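 active = mean inhibition across duplicate retests at 20 µM reaching about 50%, limit read from the data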;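 note: 0% = DMSO wells and 100% = wells with excess untagged CBFb-SMMHC; inhibitors lower the FRET ratio by blocking Runt binding to CBFb-SMMHC; some results filed as inactive read as strong as hits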
# MDM2 E3 inh: MDM2-luciferase reporter signal enhancers, primary screen, MDM2 E3 ligase inhibitor project, cell-based, luminescence, 1536-well | E3 ubiquitin-protein ligase Mdm2 (Homo sapiens), Q00987 | cell-based MDM2 ubiquitination luciferase reporter, 2 h; 0 = plate control, 100 = twice control, blank-subtracted | signal enhancement, % at 5 µM | actives 0.11% (n = 210,000) | AID 1230, 2008;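 active = signal enhancement of 30% or more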;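 note: luminescence tracks abundance of the self-degrading MDM2-luciferase fusion protein; higher signal means inhibition of MDM2 E3 ligase activity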
# Target sequence (Q00987 whole entry, looked up, the tested form may be a part): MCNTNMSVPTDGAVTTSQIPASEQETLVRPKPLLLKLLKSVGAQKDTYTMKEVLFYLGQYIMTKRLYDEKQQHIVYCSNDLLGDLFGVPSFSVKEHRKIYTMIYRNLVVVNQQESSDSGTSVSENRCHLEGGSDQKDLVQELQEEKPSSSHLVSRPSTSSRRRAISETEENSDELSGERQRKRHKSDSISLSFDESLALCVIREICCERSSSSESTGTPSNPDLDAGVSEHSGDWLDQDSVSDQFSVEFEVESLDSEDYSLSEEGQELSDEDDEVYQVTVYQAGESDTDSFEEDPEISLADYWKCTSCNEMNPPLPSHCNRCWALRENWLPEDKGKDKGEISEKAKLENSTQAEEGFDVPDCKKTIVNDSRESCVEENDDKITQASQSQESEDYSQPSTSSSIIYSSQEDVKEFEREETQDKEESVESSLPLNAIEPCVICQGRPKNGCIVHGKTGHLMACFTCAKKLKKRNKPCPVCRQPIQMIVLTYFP
#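 test system = mammalian cells stably expressing self-ubiquitinating, self-degrading MDM2 E3–luciferase fusion | quantity = 2000 cells/well | incubation = cell settling 4 h, compound treatment 2 h, both 37 °C | signal = luminescence with SteadyLite reagent, 15 min at room temperature | evaluation = % enhancement relative to plate controls after blank subtraction | benchmarks = plate controls and plate blanks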
# Starred values were filed as active, the others as inactive; / = not tested or not shown. Outcome played no part in choosing rows; any-hit rate near 5.9%.
SMILES,CHOP inhibitor,TRPML3 ag,TRPN1 ag,TNF death inh,PPC-1+TRAIL kill,EBV gp42 inh,p47phox inh,Runt-SMMHC FRET,MDM2 E3 inh
Cc1cc(OCCn2cnc3ccccc3c2=O)cc(C(C)C)c1,-18,0.0,0.6,1.0,35,-12,-1,1,-14
CCOC(=O)c1sc(NC(=O)c2cccc(S(=O)(=O)N(CC)CC)c2)cc1C,49,0.6,-0.4,2.9,0,-24,-9,1,-24
O=C(Nc1ccc(Br)cc1)c1ccc(N2C(=O)C3CC=CCC3C2=O)cc1 (configuration not stated),60,3.6,9.6,5.0,12,-9,1,-1,-8
O=C(NCc1ccccc1)C1CCC(CNc2c(N3CCCCC3)c(=O)c2=O)CC1 (configuration not stated),-20,0.5,-0.8,0.4,5,-13,-6,0,/
COC(=O)c1ccc(C)c(NC(=O)Cn2cnc3ccccc3c2=O)c1,-8,0.7,0.1,0.4,34,-6,-3,0,-20
CCOC(=O)NC(=O)CSc1nnnn1-c1ccc(C)cc1,7,0.2,-0.2,-0.2,-9,-1,-11,0,-9
COc1ccc(-c2nc(C#N)c(N3CCC(C(N)=O)CC3)o2)cc1,9,0.5,-0.7,-0.8,16,-11,-15,0,-13
Cc1ccc(OCC(=O)N/N=C/c2c[nH]c3ccccc23)c([N+](=O)[O-])c1,15,0.0,1.0,-2.0,15,-8,-7,3,-12
CC(C)c1ccc(/C=C/C(=O)Nc2nncs2)cc1,48,1.0,0.2,-5.7,29,1,-5,0,-40
Cc1ccc(CNC(=O)Cn2cc(C(F)(F)F)ccc2=O)cc1,-9,0.3,-0.4,1.7,-3,16,-8,1,-7
N#Cc1ccccc1Sc1ccccc1C(=O)OCc1nnc(-c2ccccc2)o1,12,0.3,0.7,0.7,-1,-12,-20,-2,-20
CCn1c(SCC(=O)NCC2CCCO2)nnc1-c1ccc(Cl)cc1 (configuration not stated),-2,0.3,-0.2,0.0,-4,-1,-1,-2,-37
CC(Sc1nnc(N)s1)C(=O)Nc1ccc(N2CCOCC2)cc1 (configuration not stated),5,0.7,1.0,-0.9,25,-13,-9,-6,-22
Cc1ccc(C)c(N(CC(=O)N(C)C)S(C)(=O)=O)c1,17,-0.7,6.4,0.2,22,-3,-5,-8,-16
CC(C)Cn1c2c(c(=O)[nH]c1=O)C(C(F)(F)F)(C(F)(F)F)N=C(CCC1CCCCC1)N2,102*,0.3,-1.2,3.1,8,-9,-17,1,-12
COc1nc(NCc2cccnc2)nc(OC)n1,8,-0.2,0.5,0.7,24,-1,0,-3,-7
COCC(=O)NC1(c2nnnn2CCOC(=O)Nc2ccc(Cl)cc2)CCCCC1,-3,0.4,1.2,0.4,/,9,-12,2,-5
S=C(NCC1CCCCC1)Nc1cccnc1,20,0.7,0.3,1.4,-4,3,-14,-1,17
O=C(O)c1cc(O)ccc1NC(=O)c1cccc2ccccc12,-7,0.0,0.1,0.5,4,-6,-20,0,-4
CCN1C(=C2C(=O)c3ccccc3C2=O)C=Cc2ccccc21,-12,0.7,1.8,-1.3,-4,-14,-7,-27,-8
COc1ccc(Nc2nc(NCc3ccco3)nc(N/N=C/c3ccc(O)cc3)n2)cc1,29,-1.2,0.7,4.9,11,-11,-22,-2,-9
COC(=O)Cc1ccc(NC(=S)NCc2ccc(Cl)cc2)cc1,19,0.0,0.7,0.2,13,6,-19,-3,-6
CC(=O)Nc1ccc2nc(-c3cccs3)[nH]c2c1,6,0.7,0.2,-3.0,25,11,1,2,6
COCCNc1c(-c2ccc(O)cc2)nc2ccc(Cl)cn12,1,-0.5,0.5,-1.1,16,-22,-8,-11,-11
CCCCC1=CC2=C(c3ccco3)C(=O)C(C)(OC(=O)c3ccc(OC)cc3)C(=O)C2=CN1Cc1ccc2c(c1)OCO2 (configuration not stated),102*,/,/,-2.9,20,0,-3,-17,19
Cc1ccc2occ(-c3nn[nH]n3)c(=O)c2c1,20,-0.4,0.5,1.6,22,-10,11,2,-6
CCOC(=O)C1=C(C)N=c2s/c(=C\c3cccn3C)c(=O)n2C1c1cccc(OC)c1OC (configuration not stated),2,-0.1,-1.5,-1.2,22,47,-59,-111,-10
Cc1cccc(N/C=C(\[N+](=O)[O-])S(=O)(=O)c2ccccc2)c1,26,1.1,1.3,-0.5,8,-19,-9,2,-9
Cc1ccccc1S(=O)(=O)Nc1nc2ccccc2nc1Cl,1,0.3,0.2,1.2,1,-15,-7,-2,-6
Cn1c(CSc2nc3ccccc3s2)nnc1SCC(=O)NCCCN1CCOCC1,16,1.0,0.6,0.1,28,-3,-11,0,0
CSc1nc2cc(C)nn2c(-c2ccccc2)c1C#N,-7,1.2,1.7,1.6,-5,-7,6,-1,-21
CCN1C(=O)/C(=C\c2nc3ccccc3c(=O)n2CC)c2ccccc21,-19,-0.1,-0.7,-3.4,30,0,5,1,-19
COC(=O)COc1ccc(S(=O)(=O)Nc2ccccc2SC)cc1,15,0.4,-0.9,1.4,14,2,91*,4,-7
COc1ccc(CN2CCN(c3ccc(F)cc3)CC2)c(OC)c1OC,44,0.5,-0.4,2.8,2,-4,-9,2,3
Cc1ccc2c(c1)Sc1c(ccc3ccccc13)N2,-40,1.9,3.1,-1.3,24,-6,-13,-164,-19
O=C(NCc1cccc(Cl)c1)c1cnn2c1NC(c1ccco1)CC2C(F)(F)F (configuration not stated),91*,0.2,-1.3,-2.0,1,-23,-27,6,-17
Cc1ccc(N2NC(=O)/C(=C/c3ccc(-c4ccc(Cl)c(C(=O)O)c4)o3)C2=O)cc1,-18,0.8,0.4,0.7,26,8,-6,0,-13
CSc1ncc(Cl)c(C(=O)Nc2cccc3ccccc23)n1,5,0.5,-1.8,1.1,-6,-2,-7,-2,-13
Cc1nnsc1Sc1ccccn1,2,0.3,0.2,-1.9,8,-1,3,-1,-2
Cc1cc(C(=O)OCC(=O)N2C(C)CCCC2C)c(C)o1 (configuration not stated),13,-0.5,-0.3,2.0,/,-12,-1,/,-12

# Record cards (already shown). Screens in order: CHOP inhibitor	TRPML3 ag	TRPN1 ag	TNF death inh	PPC-1+TRAIL kill	EBV gp42 inh	p47phox inh	Runt-SMMHC FRET	MDM2 E3 inh
# CCN1C(=O)/C(=C\c2nc3ccccc3c(=O)n2CC)c2ccccc21 as listed: -19	-0.1	-0.7	-3.4	30	0	5	1	-19
# Cc1ccc2occ(-c3nn[nH]n3)c(=O)c2c1 as listed: 20	-0.4	0.5	1.6	22	-10	11	2	-6
# S=C(NCC1CCCCC1)Nc1cccnc1 as listed: 20	0.7	0.3	1.4	-4	3	-14	-1	17
# CC(Sc1nnc(N)s1)C(=O)Nc1ccc(N2CCOCC2)cc1 (configuration not stated) as listed: 5	0.7	1.0	-0.9	25	-13	-9	-6	-22

# Carrying on:
SMILES,CHOP inhibitor,TRPML3 ag,TRPN1 ag,TNF death inh,PPC-1+TRAIL kill,EBV gp42 inh,p47phox inh,Runt-SMMHC FRET,MDM2 E3 inh
CCCC[N+](C)(C)CCC(=O)NC(C)(C)CS(=O)(=O)[O-],15,0.6,0.6,-0.5,14,-17,-13,-3,-7
Cc1cccc(OCc2nnc(SCC(=O)O)n2Cc2ccccc2)c1,28,0.8,0.0,-0.3,-8,10,5,-2,-9
S=c1[nH]c(-c2ccccc2)cs1,-6,0.8,-0.4,-2.6,-23,-9,2,47,-8
CC(NCc1ccco1)C(=O)N1CCc2ccccc2C1 (configuration not stated),-22,0.2,0.7,-1.3,-2,3,-9,1,1
COC(=O)C1=C(C)NC(=O)C1(Nc1ccc(Cl)cn1)C(F)(F)F (configuration not stated),20,0.1,-0.6,-2.2,9,-10,-12,-2,-1
CCOC(=O)c1nnn(-c2nonc2N)c1CSc1ccc(C)cc1,59,0.2,-0.6,-0.7,15,-20,-12,3,-9
COc1ccc(C(=O)NC(=S)NNC(=O)c2cnccn2)cc1,39,0.8,0.0,-4.2,-3,-6,-9,-2,/
CN(C)CCC(=O)c1ccc(F)cc1,-9,0.5,0.5,0.5,5,-10,9,2,7
O=C(c1cccnc1)N1CCN(S(=O)(=O)c2ccc(Cl)cc2)CC1,-13,0.0,0.6,-2.3,-7,-16,-16,-4,3
COc1ccc(CCNC(=O)COC(=O)c2ccc(Br)o2)cc1,-3,-0.5,-1.2,-0.7,7,-30,-10,0,-13

# Quoted at random: two entries already listed.
SMILES,CHOP inhibitor,TRPML3 ag,TRPN1 ag,TNF death inh,PPC-1+TRAIL kill,EBV gp42 inh,p47phox inh,Runt-SMMHC FRET,MDM2 E3 inh
O=C(c1cccnc1)N1CCN(S(=O)(=O)c2ccc(Cl)cc2)CC1,-13,0.0,0.6,-2.3,-7,-16,-16,-4,3
Cc1cccc(OCc2nnc(SCC(=O)O)n2Cc2ccccc2)c1,28,0.8,0.0,-0.3,-8,10,5,-2,-9

# Other compounds follow:
SMILES,CHOP inhibitor,TRPML3 ag,TRPN1 ag,TNF death inh,PPC-1+TRAIL kill,EBV gp42 inh,p47phox inh,Runt-SMMHC FRET,MDM2 E3 inh
O=C(Nc1cccc(C(F)(F)F)c1)N(Cc1ccc(Cl)cc1)CC(O)C(F)(F)F (configuration not stated),74*,0.2,0.1,-2.6,17,9,-4,6,-5
O=C(NCc1cccc(C(F)(F)F)c1)c1cc(Cl)ccc1Cl,37,0.4,-1.8,2.6,8,2,-17,-2,0
CSc1nc(SCC(=O)NCc2ccco2)c2c3c(sc2n1)CN(C)CC3,11,0.5,1.2,-1.7,/,9,-17,/,-14
CCOC(=O)Cn1nc(C)cc1NC(=O)c1ccncc1,7,0.7,0.5,0.8,-1,-5,-5,0,9
Cc1cccc2cc(C#N)c(N3CCCC3)nc12,3,0.9,0.6,-0.6,-12,-13,-17,46,-1
COc1ccc(/C=C/c2nnc(NC(=O)C(C)(C)C)s2)cc1,9,0.2,0.1,3.6,-18,-17,-12,1,/
